Screening data from PubChem.
OXTR potentiator = human OXTR potentiation. CHO-OTR cells, Fluo-8 calcium fluorescence, potentiator mode; 0% = oxytocin EC15, 100% = EC100. activation, % at 3 µM. 0.061% of 320,000 active. AID 2445;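 active = activation above that plate's cutoff, the mean activation of tested compounds plus 3 SD, cut at about 6.6% in these data, passing the limit was not always enough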;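 also: 100% uses oxytocin at 75 nM as the full agonist control; some results filed as inactive read as strong as hits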
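Material: human OTR in CHO cells. Compound: 3.0 µM, one dose. Timing: compound 6 min at room temperature before oxytocin, 100 s read. Evaluation: % activation of max/min ratio relative to oxytocin controls. Replication: single well per compound, singlicate. Signal: Fluo-8 calcium dye fluorescence.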
CHO parental Ca = counter-screen for OX1R antagonists: effect in parental CHO cells | parental CHO-K1, ATP-induced calcium, Fluo-8 fluorescence | AID 463079 | 0.63% of 330,000 active | inhibition, % at 5.6 µM;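 active = inhibition above that plate's mean sample inhibition plus 3 SD, cut at about 26% in these data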;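 also: 0% = ATP-challenged DMSO wells and 100% = DMSO wells without ATP; some compounds past the cut are filed as inactive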
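Measured by: calcium-sensitive Fluo-8 fluorescence / Test system: CHO parental line / Controls: ATP-challenged DMSO wells low, unchallenged DMSO wells high / Measure: % inhibition / Compound: single nominal dose of 5.6 µM per compound / Replicates: single well per compound, no replicates / Reagent: ATP as calcium-mobilizing challenge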
M1 ag parental = nonselective activator or artifact in parental CHO-K1 cells; Fluo-8 calcium fluorescence; scaled to maximal ATP response, vehicle zero; activation, % at 3 µM; 0.48% of 360,000 active; AID 602248; in the data active = activation above about 15%;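 also: untransfected CHO-K1 host cells lacking M1 receptor as counterscreen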
OXTR ag = agonists of human oxytocin receptor | activation, % at 3 µM | P30559 | 0.32% of 320,000 active | CHO-OTR cells, Fluo-8 calcium fluorescence; normalized: DMSO 0%, oxytocin 100%;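 active = activation above the mean of all tested compounds plus 3 SD, cutoff set per screening run, cut at about 20% in these data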;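 also: peak over basal fluorescence ratio from a 100 s FLIPR kinetic read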
V1aR counter = V1a receptor agonism, counter-screen for OXTR agonists. P37288. CHO-V1R cells, Fluo-8 calcium fluorescence, agonist mode; 0% DMSO, 100% 3 nM vasopressin. activation, % at 3 µM. 0.25% of 320,000 active. AID 2797;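 active = activation above the mean activation of all tested compounds plus 3 SD, per screening run, cut at about 20% in these data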;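 also: signal is peak over basal fluorescence ratio across a 100 second FLIPR read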
Target sequence (P37288 whole entry, looked up): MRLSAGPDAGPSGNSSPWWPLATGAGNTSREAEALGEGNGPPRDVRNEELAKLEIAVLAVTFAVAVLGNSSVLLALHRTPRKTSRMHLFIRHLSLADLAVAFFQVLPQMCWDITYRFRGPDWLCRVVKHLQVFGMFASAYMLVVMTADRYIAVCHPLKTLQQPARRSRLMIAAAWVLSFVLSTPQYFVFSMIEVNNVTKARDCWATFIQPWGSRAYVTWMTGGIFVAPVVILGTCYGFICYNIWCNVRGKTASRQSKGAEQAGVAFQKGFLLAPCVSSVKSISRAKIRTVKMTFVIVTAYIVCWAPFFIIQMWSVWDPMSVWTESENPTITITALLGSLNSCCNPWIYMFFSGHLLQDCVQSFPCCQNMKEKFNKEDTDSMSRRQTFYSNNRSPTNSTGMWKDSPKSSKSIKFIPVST
CHO-K1 Ca antag = nonselective inhibitor or artifact in parental CHO-K1 cells; ATP-induced calcium, Fluo-8 fluorescence; inhibition, % at 3 µM; 0.6% of 360,000 active; AID 602250;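 active = inhibition above a per-plate cutoff, the plate's mean sample inhibition plus 3 SD, cut at about 24% in these data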;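 also: 0% = DMSO plus EC80 ATP and 100% = DMSO alone without ATP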
CHO-K1 Ca PAM = M1 PAM counterscreen hit in parental CHO-K1 cells; ATP EC20, Fluo-8 calcium fluorescence; 0% at ATP EC20, 100% at ATP max; activation, % at 3 µM; 0.02% of 360,000 active;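 active = activation above the run cutoff, the mean activation of all test compounds plus 3 SD, cut at about 40% in these data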;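 also: peak over basal fluorescence ratio in a 140 s read after ATP addition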
GPR7 antag = antagonists of human GPR7 (neuropeptides B/W receptor 1) | P48145 | GPR7-expressing cells, fluorescence antagonist assay | inhibition, % at 4.4 µM | 1.1% of 290,000 active | AID 1861; in the data active = inhibition above about 16%, passing the limit was not always enough;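 also: cells stimulated with the agonist NPW; 0% = agonist with vehicle and 100% = vehicle without agonist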
Target sequence (P48145 whole entry, looked up): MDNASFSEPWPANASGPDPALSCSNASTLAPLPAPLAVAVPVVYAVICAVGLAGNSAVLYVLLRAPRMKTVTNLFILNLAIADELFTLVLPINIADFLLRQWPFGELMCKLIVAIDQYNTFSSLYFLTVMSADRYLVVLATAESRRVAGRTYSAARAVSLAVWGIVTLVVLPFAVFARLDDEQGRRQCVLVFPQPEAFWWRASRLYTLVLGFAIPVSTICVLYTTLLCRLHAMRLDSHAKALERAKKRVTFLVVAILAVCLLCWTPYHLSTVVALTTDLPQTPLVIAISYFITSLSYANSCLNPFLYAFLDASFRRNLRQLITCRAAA
TAAR1 antagonist = human TAAR1 antagonism. CHO RD-HGA16 TAAR1, Fluo-8 calcium fluorescence, antagonist. 1.5% of 360,000 active. Q96RJ0. inhibition, % at 3 µM;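 active = inhibition above a per-plate cutoff, the mean inhibition of test compounds on that plate plus 3 SD, cut at about 49% in these data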;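 also: 0% = DMSO plus EC80 beta-PEA response and 100% = DMSO alone without agonist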
Target sequence (Q96RJ0 whole entry, looked up): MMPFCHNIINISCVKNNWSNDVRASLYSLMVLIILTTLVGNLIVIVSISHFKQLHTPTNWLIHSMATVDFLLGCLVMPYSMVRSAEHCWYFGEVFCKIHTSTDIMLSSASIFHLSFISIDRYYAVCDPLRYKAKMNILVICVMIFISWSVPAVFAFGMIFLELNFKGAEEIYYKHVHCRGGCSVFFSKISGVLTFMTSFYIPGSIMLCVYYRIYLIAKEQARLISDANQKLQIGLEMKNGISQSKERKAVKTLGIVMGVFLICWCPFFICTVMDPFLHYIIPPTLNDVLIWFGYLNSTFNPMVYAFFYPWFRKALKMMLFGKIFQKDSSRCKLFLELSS
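Test system: RD-HGA16 CHO cells with stable hTAAR1 and Gα16 / Probe or stimulus: EC80 β-phenethylamine stimulus / Times: seeding 17-24 h prior, 75-min 37 °C, 30-min RT dye loading / Detection: Fluo-8 calcium-sensitive fluorescence / Read-out basis: % inhibition scaled between DMSO and EC80 PEA controls / Repeats: singlicate, one well per test compound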
* hit, by the source's call; nt = no result given. The order is random (roughly 3.5% active in at least one column).

SMILES	OXTR potentiator	CHO parental Ca	M1 ag parental	OXTR ag	V1aR counter	CHO-K1 Ca antag	CHO-K1 Ca PAM	GPR7 antag	TAAR1 antagonist
CCCCN1CCCCC1C(=O)Nc1c(C)cc(C)cc1C (stereo unspecified)	-3	-22	-0.3	-0.3	0.8	30*	0	11	8
O=C(OCn1nnc2ccccc2c1=O)c1cccnc1Cl	-6	-16	1.8	0.1	1.8	-5	19	3	-8
COc1ccc(C(=O)N2CCN(c3ncccn3)CC2)cc1	-1	-8	0.2	2.3	0.6	7	-11	-3	nt
Cc1ccc(S(=O)(=O)N2C[C@H]3[C@H]4C(=O)N(C)C(=O)[C@H]4CC(=O)[C@H]3[C@@H]2c2ccccc2Cl)cc1	nt	nt	0.1	nt	nt	9	16	nt	-2
CCC(=O)N(Cc1cc2ccc(C)cc2[nH]c1=O)c1ccccc1OC	-20	-9	4.4	1.7	1.6	-7	8	-11	1
O=C1CN(c2ccc(Cl)cc2)C(=O)CN1NC(=S)Nc1ccc(Cl)cc1	1	-8	-0.2	-0.6	0.6	-4	16	0	-2
CCOC(=O)N1CCN(C(=O)C2CCN(S(=O)(=O)c3cc(Cl)ccc3OCC)CC2)CC1	1	-10	6.7	0.3	2.3	-10	-1	-18	-16
COc1ccc(C(=O)CSc2nnc(-c3ccco3)o2)cc1	-16	-13	-0.1	-0.1	1.5	-3	16	-2	1
Cc1ccc(S(=O)(=O)Nc2ncc(C(F)(F)F)cc2Cl)cc1	-8	-3	-0.5	-1.4	0.7	1	11	-14	10
CCCNC(=O)C1(C)CCN(C(=O)/C=C/c2ccccc2)C1 (stereo unspecified)	nt	nt	-0.1	nt	nt	1	-3	nt	-6
C/C(=N\NC(=O)C1(C)CC1(Br)Br)c1cccc(NC(=O)C2CCC2)c1 (stereo unspecified)	-5	-8	1.3	0.6	0.7	-1	7	-10	43
O=CNC(Cc1ccccc1)C(=O)O (stereo unspecified)	-6	4	0.4	2.1	-0.2	-7	11	-2	-9
CC(=O)c1cccc(CN2CCN(C3CCCC3)C(CCO)C2)c1 (stereo unspecified)	-4	-9	0.3	0.0	1.2	3	-3	-10	-13
CC(=O)NC(Cc1ccccc1)C(=O)N1CCN(C(=S)NCC(C)C)CC1 (stereo unspecified)	1	-13	0.8	1.2	0.8	-5	7	-2	1
N#Cc1nc(-c2cccc3ccccc23)oc1NCCN1CCCCC1	-5	2	1.5	12	3.6	2	7	2	-5
Cc1cc(C)cc(Nc2cc(C)nc3nc(C)nn23)c1	8	-22	-0.2	-1.7	-1.2	9	-2	-11	-32
COc1cc(C2C(C(=O)c3ccc(C)o3)=C(O)C(=O)N2Cc2cccnc2)ccc1O (stereo unspecified)	-22	7	4.1	0.3	1.2	3	17	5	3
Cc1ccc(-c2nnc3sc(C4COc5ccccc5O4)nn23)cc1 (stereo unspecified)	-5	-15	-0.2	-0.1	0.2	-8	16	-7	16
CC(=O)C[C@H](O)CC(=O)[C@@H]1OC(=O)[C@@H](C)C/C=C\Cc2ccccc21	-1	-15	0.3	1.3	1.3	-20	19	nt	-10
CCOc1ccc(NC(=S)C(C#N)=C2N(C)c3ccccc3N2C)cc1	-8	-16	0.7	-0.2	-0.4	-12	11	-5	7
Cc1ccc(S(=O)(=O)n2nc(-c3ccc(Cl)cc3)nc2NCc2ccco2)cc1	-4	-17	-0.4	2.0	1.5	6	-2	-11	-7
COC(=O)c1[nH]c2ccc(F)cc2c1NC(=O)CCN1CC(C)OC(C)C1 (stereo unspecified)	-10	-15	0.3	-0.3	0.9	-4	21	-8	8
COc1ccc2c(c1)c(C(C)=O)c(C)n2-c1ccccc1OC	-2	-7	0.6	-0.9	-0.6	0	7	nt	16
O=C(COC(=O)CNC(=O)c1ccc(Cl)cc1Cl)NNC(=O)c1ccccc1F	2	-8	-0.1	-0.5	-0.6	1	0	nt	12
CC(C)S(=O)(=O)c1csc(C(=O)NNC(=O)Nc2ccccc2)c1Cl	-7	3	0.2	-0.6	0.6	-8	-8	-12	-11
COc1ccc(-c2cc(CCCC(=O)NCCc3ccc(OC)cc3OC)no2)cc1	-8	-11	5.4	3.6	4.5	-16	1	4	22
CCN(CC)C(=O)CSc1nc(O)c(Cc2ccccc2)c(=O)n1-c1ccccc1	1	-9	-0.4	0.3	-0.3	-5	2	-5	2
CC(NC(=O)C1CCCN(C(=O)N(C)C)C1)c1ccccc1 (stereo unspecified)	-5	-2	0.3	0.0	0.6	-9	17	-11	5
O=C(Cn1cnc2ccccc21)Nc1ccc2c(c1)OCCCO2	-12	25	11	14	8.0	-5	-7	nt	-12
Cc1nn(CCCC(=O)Nc2nccs2)c(C)c1[N+](=O)[O-]	-8	-7	0.7	-1.1	-0.7	-14	15	-3	-30
Cc1ccc(CNC(=O)CCCN2C(=S)NC(C)(C)CC2C)cc1 (stereo unspecified)	5	1	0.0	-0.5	0.8	-15	12	0	-10
CC1(C)CC(=O)C(C=Nc2ccccc2)=C(O)C1	-6	10	0.8	0.5	0.4	-5	1	-10	-3
CCC(OC(=O)c1cccs1)C(=O)NCc1ccc2c(c1)OCO2 (stereo unspecified)	-6	-11	0.4	-0.9	0.5	-11	11	-9	-20
Cc1cccc(NC(=O)CN2CCN(C(=O)c3cc(C4CC4)nn3-c3ccccc3)CC2)c1C	nt	nt	0.6	nt	nt	-11	3	nt	-24
Cc1cccc(C)c1NC(=O)CN(C)C(=O)c1ccc2c(=O)n3c(nc2c1)CCC3	0	-3	0.6	0.1	0.8	1	10	nt	-19
CC(=O)Nc1ccc(S(=O)(=O)NCCC(=O)Nc2ccc(C)c(Cl)c2)cc1	-9	-1	1.1	-0.8	0.6	-1	21	-7	-12
CCOC(=O)CN(C(=O)CNC(=O)c1cccs1)C(C(=O)NC1CCCCC1)c1cccnc1 (stereo unspecified)	-4	0	0.1	0.3	0.4	-1	0	-12	-4
O=C(OCc1ccc([N+](=O)[O-])cc1)c1ccccn1	0	-3	-0.2	0.7	-0.2	5	1	9	3
CSc1cccc(NC(=S)N(CCCN2CCC(C)CC2)Cc2cccs2)c1	-8	-21	1.9	3.3	1.4	-7	0	-3	-12
CC1=C(C(=O)Nc2ccccc2)C(c2cccs2)n2nnnc2N1 (stereo unspecified)	-4	-10	0.0	0.6	0.5	-4	5	-10	5
Cc1cc2nc(-c3ccc(SCC(=O)Nc4ccc(S(=O)(=O)N5CCCC5)cc4)nc3)[nH]c2cc1C	-4	1	0.3	0.4	0.4	-9	14	-7	8
COc1cccc(CNC(=O)CCNS(=O)(=O)c2ccc(C)cc2)c1	2	-9	0.3	-0.3	0.3	-5	-16	nt	-26
O=C(COc1ccccc1)Nc1nnc(-c2ccco2)o1	2	-2	-0.1	0.6	-0.5	1	-10	-12	-7
O=C1CCCc2c1ccc1ccccc21	nt	nt	-0.5	nt	nt	-1	-11	nt	-14
O=C(N/N=C/c1cc([N+](=O)[O-])ccc1O)C12CC3CC(CC(C3)C1)C2	-15	-11	0.6	-1.4	0.3	-10	-15	-3	-28

A different layout for some results above:
Compound,OXTR potentiator,CHO parental Ca,M1 ag parental,OXTR ag,V1aR counter,CHO-K1 Ca antag,CHO-K1 Ca PAM,GPR7 antag,TAAR1 antagonist
Cc1cccc(C)c1NC(=O)CN(C)C(=O)c1ccc2c(=O)n3c(nc2c1)CCC3,0,-3,0.6,0.1,0.8,1,10,nt,-19
CCOC(=O)CN(C(=O)CNC(=O)c1cccs1)C(C(=O)NC1CCCCC1)c1cccnc1 (stereo unspecified),-4,0,0.1,0.3,0.4,-1,0,-12,-4
Cc1ccc(CNC(=O)CCCN2C(=S)NC(C)(C)CC2C)cc1 (stereo unspecified),5,1,0.0,-0.5,0.8,-15,12,0,-10

Going on with the list.
SMILES	OXTR potentiator	CHO parental Ca	M1 ag parental	OXTR ag	V1aR counter	CHO-K1 Ca antag	CHO-K1 Ca PAM	GPR7 antag	TAAR1 antagonist
CC1=C(C(=O)N(C(C)C)C(C)C)CC(CC(=O)NCc2ccco2)C(=O)N1CCCN1CCCC1=O (stereo unspecified)	nt	nt	2.9	nt	nt	8	-4	nt	-4
CCn1c(=O)c2cc(S(=O)(=O)NC3CCCCC3)ccc2n(CC)c1=O	2	-17	2.3	-1.1	-0.1	-13	1	6	-16
O=C(Cc1c(F)c(F)c(F)c(F)c1F)OC12CC3CC(C1)C(=O)C(C3)C2	-8	-34	1.5	-1.5	-1.4	-28	4	5	6
CCCCc1ccc(NC(=O)N[C@H](C(=O)O)C(C)C)cc1	1	-5	1.4	-0.8	0.3	-12	23	-18	-14
COc1ccc(/C=N/NC(=O)c2ccc(O)cc2O)cc1CSc1ccccn1	-7	-11	-0.2	-2.2	0.3	1	12	1	-19
NS(=O)(=O)c1ccc(CCNc2nn3c(-c4ccc(F)c(Cl)c4)cnc3s2)cc1	nt	nt	0.3	nt	nt	3	-9	nt	22
CN(CC(=O)O/N=C(\N)c1ccc(Br)cc1)S(=O)(=O)c1ccccc1	-8	0	1.0	0.0	0.4	-10	-16	-9	5
O=C(NCCc1ccccc1)/C(=C\c1ccc([N+](=O)[O-])cc1)NC(=O)c1ccco1	-6	-3	2.6	-0.5	2.9	-6	-9	8	-6
Cc1noc(C)c1-c1ccc(C(=O)NCc2ccco2)c2occc12	nt	nt	0.2	nt	nt	-6	15	nt	-21
O=C(OCCOc1ccc(F)cc1)c1ccc(S(=O)(=O)N2CCCC2)cc1	-7	-5	3.2	3.1	3.5	-7	-4	nt	30
O=C(NCCCN1CCCCC1)c1ccc(CS(=O)c2ccc(Cl)cc2)o1 (stereo unspecified)	0	-16	0.1	-0.1	0.2	6	-10	1	-8
CC(C)N1C(=O)C2C(C(=O)NC3CCCCC3)C3C=CC2(O3)C1C(=O)NC1CCCCC1 (stereo unspecified)	-6	-3	0.2	-0.3	1.4	-7	13	-22	0
CCCC(C)NC(=O)c1c2c(nc3ccccc13)CCC2 (stereo unspecified)	-16	2	0.1	-1.2	-0.1	-11	12	2	5
CCOc1ccc(NC(=O)CSc2ncc(-c3ccc(F)cc3)n2Cc2ccco2)cc1	-14	-3	1.2	-2.8	1.1	-9	19	6	-28
Cn1cc(CN2CCC(n3nccc3NC(=O)c3ccccc3Cl)CC2)c2ccccc21	-6	-28	1.3	2.0	2.5	2	11	-1	-1
CC(C)C[C@H]1CN(CCCC[C@@H]2CNC(=O)C(=O)N2CC2CCCCC2)C(=O)C(=O)N1Cc1ccccc1	nt	nt	0.4	nt	nt	-20	1	nt	-22
CC(C)c1ccc(S(=O)(=O)N2CCN(C(=O)[C@@H]3CCCN3C(=O)c3cccs3)CC2)cc1	nt	nt	0.3	nt	nt	11	-26	nt	-9
O=C(O)c1ccc(/C=N/NC(=O)C(O)(c2ccccc2)c2ccccc2)cc1	-20	-7	0.1	-0.4	-0.5	5	-8	-11	-24
